Source: PubChem BioAssay
MEP2-GFP yeast – modulators of MEP2-GFP levels in yeast, primary screen, S. cerevisiae, multiplex flow cytometry, MLPCN library | S. cerevisiae MEP2-GFP strain, 3 h; 100% = DMSO control level | GFP response vs DMSO, % at 10 µM | hit rate 0.51% among 330,000 | AID 2016, 2009;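 active = GFP response versus DMSO above a set limit, roughly screen mean plus 3 SD, cut at about 180% in these data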;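 note: median GFP fluorescence of the barcode-gated MEP2-GFP cells per well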
proCasp3 act – activators of human procaspase-3 D3A mutant, primary screen, biochemical, absorbance, PC-3 D3A mutant, single concentration. AID 463141, 2010. activation, % at 8.5 µM. recombinant procaspase-3 D3A, Ac-DEVD-pNA absorbance 405 nm. hit rate 0.11% among 330,000;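 active = activation above the mean of all tested compounds plus 3 SD, cut at about 21% in these data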;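 note: 0% = DMSO alone and 100% = DMSO wells spiked with extra 5 µM PC-3 D3A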
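Assay system: Procaspase-3 D3A mutant, all three cleavage aspartates alanine. Buffer or medium: Zinc-free HEPES saline buffer with Triton X-100. Times: 1 h compound preincubation, 2 h substrate hydrolysis at 25 °C. Measured by: 405 nm absorbance of p-nitroaniline, reads at 0 and 120 min. Read-out basis: percent activation relative to control range. Replicates: singlicate.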
RPL19A-GFP yeast – RPL19A-GFP expression modulators in yeast, primary screen, cell-based, S. cerevisiae, multiplex flow cytometry, MLPCN; hit rate 0.3% among 330,000; S. cerevisiae RPL19A-GFP strain, 3 h; active compounds read low; percent response vs DMSO, % at 10 µM; AID 2025, 2009;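 active = percent response vs DMSO below 50%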;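 note: median channel GFP fluorescence of the barcoded RPL19A-GFP strain; ratio of sample median GFP to plate DMSO average so 100% = DMSO; lower means less RPL19A-GFP as with rapamycin TOR inhibition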
proCasp7 act – procaspase-7 activators, primary screen, counter-screen for procaspase-3 activator project, biochemical, absorbance, HTS, human; AID 463210, 2010; Caspase-7 (Homo sapiens), P55210; hit rate 0.093% among 330,000; recombinant procaspase-7, Ac-DEVD-pNA absorbance 405 nm; D23A/D198A/D206A triple mutant, cannot self-cleave; scale: DMSO 0, 5 µM enzyme 100; activation, % at 8.5 µM;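 active = percent activation above the screen-wide mean plus 3 SD, cut at about 25% in these data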
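System: Procaspase-7 triple mutant (PC-7 D3A); measure: % activation from two-timepoint absorbance difference, scaled to controls; times: 1 h compound preincubation, 2 h substrate cleavage, 25 °C; also added: Ac-DEVD-pNA substrate, 400 µM as added; measured by: Epi-absorbance of released pNA at 405 nm, two timepoints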
EBNA-1 inhibitor – EBNA-1 DNA-binding inhibitors, primary screen, biochemical, fluorescence polarization. inhibition, % at 14.8 µM. hit rate 0.34% among 300,000; in the data active = inhibition above about 28%
AHR activator – AHR activators, primary screen, cell-based, luminescence, luciferase reporter, human. hit rate 2.5% among 320,000. AHR-responsive luciferase reporter cells. activation, % at 5 µM; in the data active = activation above about 47%;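 note: 0% = vehicle wells and 100% = reference agonist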
ZTA DNA inh – counter-screen for EBNA-1 inhibitors: inhibitors of Epstein-Barr virus ZTA; inhibition, % at 11 µM; ZTA-DNA binding, fluorescence polarization; hit rate 0.15% among 320,000; P03206; in the data active = inhibition above about 33%
LAP4-GFP MLPCN – modulators of LAP4-GFP expression in yeast, primary screen, S. cerevisiae, multiplex flow cytometry, MLPCN library; hit rate 0.34% among 320,000; AID 2023, 2009; 3 h; median GFP as percent of DMSO wells; GFP response vs DMSO, % at 10 µM;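 active = GFP response vs DMSO above a set limit, about the screen mean plus 3 SD, cut at about 150% in these data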
Numbers without * were called inactive; · = not tested or not shown; [ ] = another dose, or the depositor's remark.

Screens in order – MEP2-GFP yeast	proCasp3 act	RPL19A-GFP yeast	proCasp7 act	EBNA-1 inhibitor	AHR activator	ZTA DNA inh	LAP4-GFP MLPCN
CCCCNC(=O)CCNS(=O)(=O)c1ccc(Br)cc1
→ 107	1	102	-3	-4	0	-2	95
Cc1nc2ccccc2n1/C(=N/S(=O)(=O)c1ccc(Br)cc1)c1ccccc1
→ 105	3	97	8	3	0	-9	101
CSc1nc2sc3c(c2c2nncn12)CCC3
→ 123	1	105	-1	-13	2	-24	112
Nc1nc(SCC(=O)NCCC(c2ccccc2)c2ccccc2)n[nH]1
→ 98	-4	99	17	-7	-2	-6	97
Cc1ccc(C(=O)Nc2ccc(N3CCN(S(C)(=O)=O)CC3)cc2)cc1
→ 95	-8	94	-3	7	-1	-22	95
Cc1cccc(N2CCN(C(=O)c3ccc4[nH]c(C)c(C)c4c3)CC2)c1C
→ 125	-10	109	14	·	0	·	132
COc1cc(C(C)=O)ccc1OCC(O)CNCC(O)c1ccccc1 (stereo not given)
→ 88	2	91	1	-10	1	-19	93
CCOc1cccc2cc(C(=O)N3CCc4ccccc4C3)c(=O)oc12
→ 108	-11	104	-5	8	6	12	106
CCOC(=O)c1c(O)c2c([nH]c1=O)CCCC2
→ 98	-4	92	11	0	1	-9	92
COc1cccc(-c2nnc(SCC(=O)Nc3cc(C)ccc3OC)n2N)c1
→ 113	-1	101	4	-3	1	-18	99
CCCCn1c(N)c(N(CCC(C)C)C(=O)C2CCCC2)c(=O)[nH]c1=O
→ 101	7	100	8	·	0	-6	104
Cc1cccc(-c2csc(NC(=O)c3cnccn3)c2C(=O)OC(C)C)c1
→ 107	-7	105	4	-5	7	-1	95
CC(C)Oc1ccc(CCc2nnc(SC(C)C(=O)O)n2-c2ccccc2)cc1 (stereo not given)
→ 98	-8	103	-15	6	0	-13	99
CCCCn1nc(C(=O)Nc2ccccc2N2CCCC2)c2ccccc2c1=O
→ 96	7	89	-12	·	4	13	94
CC1CCCN(C(=O)COC(=O)Cc2ccc(Cl)cc2)C1 (stereo not given)
→ 97	9	97	-5	7	1	5	101
Cc1ccn2cc(C(=O)Nc3ccccc3N3CCOCC3)nc2c1
→ 98	-1	94	-1	5	32	2	101
Cc1ccc(SCC(=O)Nc2ccc(N3CCOCC3)cc2)cc1
→ 104	-8	111	-1	3	1	-5	101
CC1CCCCC1NC(=O)COC(=O)CCC(=O)c1cccs1 (stereo not given)
→ 97	-4	97	3	·	0	17	92
O=C(c1ccc(S(=O)(=O)N2CCCCC2)cc1)N(c1ccccn1)C1CCCCC1
→ 95	-6	97	-6	-13	4	-5	93
O=C(NC1CCCCCC1)c1ccco1
→ 97	-1	97	1	-2	3	-13	100
OCCCc1cn(Cc2ccccc2)c2ccccc12
→ 94	1	101	3	-9	1	0	92
CCC(Sc1nnc(-c2ccc(C)c(Cl)c2)n1CC)C(=O)Nc1nccs1 (stereo not given)
→ 91	-12	91	-4	6	3	-4	·
CC(C)=CCC(C)(C)C1OCCN1C(=O)c1ccccc1 (stereo not given)
→ 97	-3	97	3	8	0	25	96
Cc1nc(N/N=C/c2ccccc2)nc(N(C)c2ccccc2)c1[N+](=O)[O-]
→ 100	8	95	1	-7	9	2	97
Cc1nn(CC(=O)N(C)C)c(C)c1S(=O)(=O)N1CCOCC1
→ 106	7	99	7	·	0	-2	100
Cc1onc(C(=O)NC(C)c2ccccc2)c1[N+](=O)[O-] (stereo not given)
→ 101	8	101	14	3	-1	-8	95
Cc1cc(C)cc(NC(=O)CN2CCC(NC(=O)c3ccccc3F)CC2)c1
→ 102	-3	101	4	-5	2	8	101
COCCNc1nc(SCC(=O)N2CCN(c3ccccc3OC)CC2)nc2ccccc12
→ 106	3	101	13	18	0	15	111
CNC(=O)COC(=O)/C=C/c1ccc(F)cc1
→ 102	2	99	-2	10	0	13	110
COc1ccc2cc(/C=C/C(=O)N3CCN(CC(=O)N4CCCCCC4)CC3)ccc2c1
→ 101	-4	102	-3	-9	1	-2	97

Ordered by value in EBNA-1 inhibitor (largest number first): three of the compounds above.
Compound,MEP2-GFP yeast,proCasp3 act,RPL19A-GFP yeast,EBNA-1 inhibitor,AHR activator,LAP4-GFP MLPCN
CCC(Sc1nnc(-c2ccc(C)c(Cl)c2)n1CC)C(=O)Nc1nccs1 (stereo not given),91,-12,91,6,3,·
Cc1cccc(-c2csc(NC(=O)c3cnccn3)c2C(=O)OC(C)C)c1,107,-7,105,-5,7,95
OCCCc1cn(Cc2ccccc2)c2ccccc12,94,1,101,-9,1,92

Next part.
Screens in order – MEP2-GFP yeast	proCasp3 act	RPL19A-GFP yeast	proCasp7 act	EBNA-1 inhibitor	AHR activator	ZTA DNA inh	LAP4-GFP MLPCN
CCn1c(C)c(CCC(=O)O)c(=O)n2nc(-c3ccccc3OC)cc12
→ 107	8	95	7	5	3	5	95
CCOc1ncccc1C(=O)Nc1cccc(C(=O)Nc2cccc(S(=O)(=O)CCO)c2)c1
→ 100	1	98	1	-7	0	1	97
Cc1ccc(S(=O)(=O)c2cccc(S(=O)(=O)N3CCCC3)c2)cc1S(=O)(=O)N1CCCC1
→ 108	-6	99	4	7	2	-3	100
N=c1ccn(Cc2ccc(Cl)cc2)cc1
→ 94	5	104	-6	8	-4	0	95
CCCS(=O)(=O)N1CCC(C(=O)NCCc2ccc(OC)c(OC)c2)CC1
→ 101	0	101	6	2	1	6	99
COc1ccc(CC(=O)N(Cc2ccccc2)c2ccc(C)cc2)cc1OC
→ 106	3	105	7	6	2	2	105
Cc1ccc(C)c2[nH]c(=O)c(CN(CC3CCCO3)C(=O)NC3CCCCC3)cc12 (stereo not given)
→ 110	7	114	-6	-2	3	-16	102
CC1CC(C)CN(S(=O)(=O)CCNC(=O)c2ccccc2)C1 (stereo not given)
→ 94	4	94	1	-5	-1	-20	100
CCOC(=O)c1cnn(-c2ccccc2)c1NC(=O)CN1CCOCC1
→ 97	0	100	-2	-7	3	-7	112
O=S(=O)(c1ccc(N2CCCC2)nc1)N1CCOCC1
→ 99	0	97	2	-3	3	7	91
Cc1ccc(C)c(NC(=O)CCCCCCCCCCC2COCCO2)c1 (stereo not given)
→ 104	2	101	1	8	0	-3	95
COc1cc(/C=C2/NC(=O)N(Cc3ccccc3F)C2=O)ccc1Oc1ccc([N+](=O)[O-])cn1
→ ·	9	·	-6	-4	4	0	·
CSc1ccc(/C=C(/NC(=O)c2ccco2)C(=O)N2CCCCC2)cc1
→ 93	5	101	18	1	1	8	110
CC(C)Cc1ccc(S(=O)(=O)N2CCN(c3ccccn3)CC2)cc1
→ 94	3	101	5	6	1	-5	97
COC(=O)c1cc(-n2cccc2)ccc1N1CCOCC1
→ 108	-7	104	-7	-11	11	15	102
Cc1cccc(NC(=O)C2CCCN(S(=O)(=O)c3cccs3)C2)c1C (stereo not given)
→ 106	-4	100	0	-16	-1	4	91
COCCCNC(=S)NNC(=O)c1cc(-c2ccncc2)nc2ccccc12
→ 152	6	111	4	-13	15	1	98
COc1ccc2cc(S(=O)(=O)N3CCCCC3)ccc2c1S(=O)(=O)N1CCCCC1
→ 96	8	94	8	0	0	1	88
O=C(N=c1nc2ccccn2s1)c1ccccc1
→ 100	6	100	4	-12	20	16	111
CC(=O)c1ccc(NC(=S)Nc2cccc(Cl)c2C)cc1
→ 99	3	101	2	-14	0	-5	90
CC(=O)Nc1ccc(C(=O)OCC(=O)c2ccc(S(=O)(=O)N3CCCCC3)cc2)cc1
→ 94	-6	91	3	-5	1	5	83
Cn1c(/C=C/c2cccc([N+](=O)[O-])c2)c([N+](=O)[O-])c(=O)n(C)c1=O
→ 87	7	92	10	-10	2	27	75
COc1ccc(S(=O)(=O)N2CCN(C3CCCCCCC3)CC2)cc1
→ 102	-2	93	4	-1	2	-23	96
COC(=O)Oc1ccc(/C=N/NS(=O)(=O)c2ccccc2)cc1OC
→ 115	2	102	4	-1	4	9	84
CN(C)S(=O)(=O)N1CCN(Cc2ccccc2)CC1
→ 105	6	106	5	0	-2	-5	108
Cc1cc(N)c(C)c([N+](=O)[O-])c1C
→ 101	2	102	1	-14	4	-11	87
CCn1cc(CNC(=O)c2cc(-c3ccccc3OC)nc3ccccc23)c(C)n1
→ 98	-5	99	-11	-13	28	-43	101
O=C(O)CCCCCN1C(=O)C(O)=C(C(=O)/C=C/c2ccccc2)C1c1ccc2c(c1)OCO2 (stereo not given)
→ 92	-17	96	-56	2	5	10	95
CCC(C)Nc1nc(-c2cccc(OC)c2O)nc2ccccc12 (stereo not given)
→ 102	-10	93	8	3	11	-14	101
CCn1c(Cn2nnc(-c3ccccc3)n2)nnc1SCC(=O)Nc1ccccc1
→ 114	-9	103	6	-2	2	-24	93
Cc1noc(C)c1S(=O)(=O)Nc1ccc(C(=O)N2CCCCC2)cc1
→ 104	7	108	-4	-4	1	-9	111
Cc1nc(-c2noc(-c3cccc(Cl)c3)n2)c(C(F)(F)F)o1
→ 101	0	94	5	-5	3	-4	111
COc1cc2c(cc1OC)-c1nnc(C)n1C(C)(C)C2
→ 105	-6	103	-7	7	0	-3	104
N#CC1=C(SCc2ccccc2)NC(=O)CC1c1cccc(O)c1 (stereo not given)
→ 90	-5	113	-7	4	2	-3	79
Cc1cccc(NC(=O)Cn2c(=O)n(CCc3c[nH]c4ccccc34)c(=O)c3cccnc32)c1
→ 108	1	99	1	8	12	16	99
Cc1cc(C)c(/C=N/NC(N)=O)c(C)c1/C=N/NC(N)=O
→ 107	7	96	-1	1	2	5	99
O=C(NC1CCCC1)C1CC(=O)N(c2ccccc2)C1 (stereo not given)
→ 109	0	106	-4	-6	-1	-4	110
O=C(COc1ccc(Br)cc1)Nc1ccc(-c2nnc(-c3ccco3)o2)cc1
→ 177*[may fluoresce violet]	-2	48*[may fluoresce violet]	11	2	0	-4	110[may fluoresce violet]
O=C(Nc1ccc2c(c1)nc1n2CCN(Cc2ccccc2)C1)NC1CCCCC1
→ 97	5	99	4	9	0	16	101
Cc1ccccc1C(=O)NNC1=NCCC1
→ 98	5	·	7	-1	-2	9	95
CSCCC(NC(=O)c1ccccc1)C(=O)OCC(=O)N(C)CCC#N (stereo not given)
→ 102	7	104	0	2	-2	-3	97
CC(C)N(C(=O)Cn1cnc2c(cnn2-c2ccccc2Cl)c1=O)C(C)C
→ 108	-3	98	-1	-6	0	-20	105
O=c1c(-c2nc3ccccc3s2)cccn1Cc1ccc(Cl)cc1
→ 107	123*	107	90*	8	5	1	96
CCOC(=O)c1cccc(NC(=O)CCc2nc(-c3ccc(C)cc3)no2)c1
→ 117	-6	110	8	-6	4	-6	114
COc1ccc(-n2c(=S)[nH]c3c(sc(=S)n3-c3ccccc3)c2=O)c(OC)c1
→ 120	-4	102	-17	-6	0	-5	115
COCCNC(=S)Nc1ccc(S(=O)(=O)Nc2ncccn2)cc1
→ 109	10	99	-10	5	-3	-9	95
CCc1nccn1S(=O)(=O)c1cc(C)c(OC)cc1C
→ 98	11	93	6	11	-1	2	87
CCOC(=O)C1=C(N2CCCCC2)c2cc3c(n2C1=O)CCCC3
→ 101	-6	101	18	1	8	10	96
CC1CN(C(=O)CCS(=O)(=O)c2ccccc2)CC(C)O1 (stereo not given)
→ 106	1	114	-6	-7	1	7	93
